# HEK293 NFkB inh – lowers PMA/ionomycin-induced NF-kB signal in HEK293 cells | HEK-293 NF-kB luciferase reporter, luminescence | inhibition, % at 3 µM | 62,000 tested, 0.21% active;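 active = inhibition above the mean of all tested compounds plus 3 SD, cut at about 40% in these data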;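 also: 0% = stimulated DMSO wells and 100% = 10 µM reference inhibitor 5653914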
#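 Material: HEK-293 cells with stable firefly luciferase reporter driven by four HIV NF-kB elements / Also added: PMA plus ionomycin mix as NF-kB-activating stimulus / Compound dosing: 3 µM once, 0.30% DMSO / Times: 1 h pretreatment, 16 h stimulation, 37 °C / Signal: luminescence / Evaluation: per-plate % inhibition versus controls / Benchmarks: DMSO and 10 µM reference inhibitor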
# M1 ag – activates the M1 muscarinic receptor; CHO-M1 cells, Fluo-4 calcium fluorescence, agonist mode; stronger effect = higher value; B-score at 10 µM; 64,000 tested, 3% active; AID 626;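 active = fluorescence rise, raw or as B-score row- and column-corrected plate score, outside the 99.7% band of its plate's samples, either direction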
# M1 antagonist – blocks the rat M1 muscarinic receptor response to acetylcholine; P08482; CHO-M1 cells, Fluo-4 calcium, ACh EC80 antagonist mode; stronger effect = lower value; B-score at 10 µM; 64,000 tested, 3.4% active;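 active = calcium fluorescence response, raw or row-and-column corrected B-score, differing from the plate sample mean either way at a set confidence level, mostly lower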
# Her2 expr inh – Her2 kinase expression inhibition; P04626; 65,000 tested, 0.69% active; HER2 level % of control, % at 10 µM; SKBR-3 HER2 protein level, AlphaScreen, 18-24 h; stronger effect = lower value; AID 645;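 active = HER2 level under 5% of the carrier-only control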;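 also: 100% = DMSO carrier and 0% = 500 nM PU-H71 HSP90 inhibitor; lower value means stronger loss of Her2 protein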
# Jurkat tox 60K – reduces viability or proliferation of Jurkat cells. Jurkat E6.1 viability, ATP luminescence, 48 h. 56,000 tested, 1.2% active. AID 463. inhibition, % at 4 µM;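 active = inhibition above the mean inhibition of all tested compounds plus 3 SD, cut at about 28% in these data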
# 5HT1E ag – activates the human 5-HT1E serotonin receptor; AID 574; 65,000 tested, 0.69% active; activation, % at 6 µM; P28566; CHO 5-HT1E Ga15 NFAT-bla reporter, FRET; 0% DMSO wells, 100% control agonist wells;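 active = activation above a set limit, the screen-wide mean activation plus 3 SD, cut at about 8.5% in these data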;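 also: 100% = positive control agonist at 1 µM giving full maximal response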
# 5HT1E antag – antagonists of human 5-HT1E serotonin receptor; 65,000 tested, 0.99% active; AID 571; inhibition, % at 6 µM; CHO 5-HT1E Ga15 NFAT-bla reporter, FRET, antagonist;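 active = inhibition above a set limit, the mean inhibition across every tested compound plus 3 SD, cut at about 29% in these data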;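 also: signal is the 460 over 535 nm emission ratio of beta-lactamase substrate; 0% = agonist plus DMSO wells and 100% = wells without agonist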
# S1P3 agonist – agonists of human S1P3 receptor; activation, % at 4.5 µM; Q99500; 60,000 tested, 0.1% active; S1P3 NFAT-BLA reporter cells, agonism, FRET ratio; relative to 1 µM S1P, basal subtracted;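 active = activation above the screen-wide mean plus 3 SD, cut at about 4.5% in these data, passing the limit was not always enough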; also: some compounds called inactive have numbers as strong as hits
# Target sequence (Q99500 whole entry, looked up): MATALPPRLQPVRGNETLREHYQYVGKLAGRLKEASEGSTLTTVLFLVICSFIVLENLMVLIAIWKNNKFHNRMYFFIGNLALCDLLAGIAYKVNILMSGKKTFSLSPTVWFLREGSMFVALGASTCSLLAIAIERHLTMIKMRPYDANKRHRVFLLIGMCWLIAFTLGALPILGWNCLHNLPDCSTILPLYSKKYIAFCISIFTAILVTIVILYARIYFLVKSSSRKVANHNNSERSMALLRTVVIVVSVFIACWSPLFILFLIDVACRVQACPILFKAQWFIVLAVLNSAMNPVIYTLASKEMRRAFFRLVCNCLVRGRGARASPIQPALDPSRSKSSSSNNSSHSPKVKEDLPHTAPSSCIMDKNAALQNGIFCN
#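 Assay system: CHO cells stably expressing human S1P3, Gα16 and NFAT-β-lactamase reporter. Timing: overnight plating, 4 h compound 37 °C, 2 h substrate RT. Signal: β-lactamase FRET emission ratio 460/535 nm. Measure: percent activation versus median 1 µM S1P response, basal-subtracted, per plate. Repeats: primary screen single test, confirmation screen in triplicate.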
# S1P1 ag-PAM – S1P1 (human) agonism or agonism potentiation; S1P1 CRE-bla cells, forskolin, beta-lactamase FRET, potentiator mode; S1P1 agonist co-added at EC20, 2 nM; 100% = saturating reference agonist, 0% = basal; AID 449; P21453; activation, % at 9.5 µM; 56,000 tested, 0.57% active;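 active = activation above a cutoff set at the mean activation of all tested compounds plus 3 SD, cut at about 54% in these data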;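 also: forskolin at 4 µM as EC80 and the EC20 agonist is SEW2871; 100% = SEW2871 at its EC100 plus forskolin at EC80; some compounds past the cut are filed as inactive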
# Target sequence (P21453 whole entry, looked up): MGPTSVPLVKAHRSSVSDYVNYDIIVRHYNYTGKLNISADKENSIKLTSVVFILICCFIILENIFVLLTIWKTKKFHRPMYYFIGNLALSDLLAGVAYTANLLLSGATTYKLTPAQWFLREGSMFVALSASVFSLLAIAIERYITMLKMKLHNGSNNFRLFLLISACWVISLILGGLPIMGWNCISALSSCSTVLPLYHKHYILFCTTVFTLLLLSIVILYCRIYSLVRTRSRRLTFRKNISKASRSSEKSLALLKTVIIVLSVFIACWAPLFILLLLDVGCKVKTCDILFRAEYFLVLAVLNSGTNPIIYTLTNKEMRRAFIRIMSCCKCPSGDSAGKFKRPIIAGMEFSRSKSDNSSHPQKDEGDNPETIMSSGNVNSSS
# Active calls of the source: *; . = not tested or not shown.
SMILES,HEK293 NFkB inh,M1 ag,M1 antagonist,Her2 expr inh,Jurkat tox 60K,5HT1E ag,5HT1E antag,S1P3 agonist,S1P1 ag-PAM
Cc1cc(C)c(S(=O)(=O)N(CC(=O)O)C2CCCCC2)c(C)c1,15,-0.089,2.1,69,3,-0.3,8,-1.1,-16
O=C(Nc1ccccc1)C1CC(=O)N(C2CCCCC2)C1 (centres undefined),12,1.6,0.062,101,1,-0.8,-8,-0.8,-3
COc1ccccc1NC(=O)C1CCCCN1S(=O)(=O)c1ccc(F)cc1 (centres undefined),8,-0.56,0.23,91,8,-0.3,13,-0.4,26
O=C(NCCN1C(=O)C2C3C=CC(C3)C2C1=O)Nc1ccccc1 (centres undefined),-8,0.033,0.3,121,-5,0.4,5,-0.2,-6
Cc1ccc(S(=O)(=O)c2nc(-c3cccs3)oc2SCC(N)=O)cc1,-2,0.33,0.32,65,.,0.5,-2,.,.
Cc1cc(NC(=O)CSc2nc3c(c(-c4cccnc4)c2C#N)CCC3)no1,-4,0.35,0.081,120,-4,0.1,8,0.8,-12
Cc1cc(=O)n2nc(N3CCC(C(=O)N4CCN(Cc5ccccc5)CC4)CC3)sc2n1,17,-0.059,-6*,107,4,-1.5,-6,0.3,5
COc1cccc(C(=O)OCC(=O)Nc2ccccc2N2CCOCC2)c1,9,1.4,-0.27,86,-12,0.9,-2,0.2,-13
Cc1ccc(-c2ccc(=O)n(CCC(=O)NCCN3CCCCC3C)n2)cc1 (centres undefined),3,0.3,-0.17,86,-3,-1.1,-1,-0.4,-6
Cc1sc2nc(SCC(=O)N(C)C)[nH]c(=O)c2c1C,13,0.87,-0.036,106,-2,-0.6,3,-0.2,-12
CCC(C)Oc1cccc(OCCCCN2C(=O)NC(C)(C)C2=O)c1 (centres undefined),10,-1.1,0.47,136,3,0.7,-7,0.7,.
CC(C)NC(=O)Nc1cccs1,8,0.12,-0.065,119,.,-1.1,5,.,.

# Filtered by structure, the entries above with a thiophene ring, fused or not
SMILES,HEK293 NFkB inh,M1 ag,M1 antagonist,Her2 expr inh,Jurkat tox 60K,5HT1E ag,5HT1E antag,S1P3 agonist,S1P1 ag-PAM
Cc1ccc(S(=O)(=O)c2nc(-c3cccs3)oc2SCC(N)=O)cc1,-2,0.33,0.32,65,.,0.5,-2,.,.
Cc1sc2nc(SCC(=O)N(C)C)[nH]c(=O)c2c1C,13,0.87,-0.036,106,-2,-0.6,3,-0.2,-12
CC(C)NC(=O)Nc1cccs1,8,0.12,-0.065,119,.,-1.1,5,.,.

# Additional compounds follow:
SMILES,HEK293 NFkB inh,M1 ag,M1 antagonist,Her2 expr inh,Jurkat tox 60K,5HT1E ag,5HT1E antag,S1P3 agonist,S1P1 ag-PAM
CCOC(=O)c1cc2sc(C)cc2n1CC(=O)N1CCN(C(=O)c2ccco2)CC1,13,0.61,-0.22,81,-5,-0.5,0,0.5,3
COc1ccc(OC)c(S(=O)(=O)Nc2cnc3ccccc3c2)c1,-2,0.0099,-0.36,106,19,0.6,10,-0.6,.
Cc1ccc(-c2nnn(CC(=O)N(CC(=O)NC(C)C)c3cnc4ccccc4c3)n2)o1,21,-0.4,-0.27,130,6,-1.1,-3,0.0,-16
N#CC(C#N)C(c1ccsc1)c1c(-c2ccccc2)[nH][nH]c1=O (centres undefined),.,0.12,-0.7,103,.,2.5,15,-1.8,-4
Cc1cc(NC(=O)c2cnn3cccnc23)no1,10,0.07,0.81*,89,4,-0.2,1,-0.6,-8
CCc1ccccc1NC(=O)c1nnn(CC(=O)Nc2ccccc2C)c1N,11,-0.086,0.63,96,-6,0.4,-2,-0.9,10
O=C1N(c2ccccc2)C2CS(=O)(=O)CC2N1c1ccc(Br)cc1 (centres undefined),-5,-0.45,0.094,79,-1,-0.9,-4,0.1,-2
COc1ccc(-c2nc3nc(C)cc(C)n3n2)cc1,-5,-0.82,0.027,102,3,0.6,-3,-0.4,-7
O=C(NCc1cccs1)C1CC(=O)N(C2CCCC2)C1 (centres undefined),10,0.025,-0.32,121,0,0.2,5,0.5,17
Cc1n[nH]c(C)c1S(=O)(=O)N1CCN(C2CCCCC2)CC1,23,-1.1,-0.63,108,.,1.0,-8,.,.
CCN(CC)CCCN1C(=O)C(O)=C(C(=O)c2ccc(C)o2)C1c1cccs1 (centres undefined),0,-0.83,0.058,75,-3,-0.1,1,-0.7,-14
O=C(NC1CC2CCCC(C1)N2C(=O)NC1CCCCC1)c1ccc(F)cc1 (centres undefined),8,1,0.71,80,-1,-2.6,4,0.1,-12
COc1cc(S(=O)(=O)N2CCN(Cc3ccc4c(c3)OCO4)CC2)c(C)cc1C,17,0.34,0.46,80,-4,-0.3,-3,-0.3,17
CN1CCc2nc(SCCOc3ccccc3)c(C#N)cc2C1,13,-1.4,-1.4,96,2,-0.1,4,-0.3,22
CC(C)(C)n1nnnc1CN1CCC(NC(=O)NC2CCCCC2)CC1,8,-0.34,-0.92,86,-1,-0.4,-2,0.4,-10
CCCCN(CCCC)C(=O)CCS(=O)(=O)c1ccc2c(c1)n(C)c(=O)c(=O)n2C,10,0.045,-3.5*,105,-4,-0.7,3,-1.3,4
Cc1cc(C)cc(NC(=O)N2CCC(NC(=O)c3ccc(F)cc3)CC2)c1,12,-0.24,-0.12,107,-1,0.0,-13,0.1,4
Cn1c(SCC(=O)Nc2nc3c(s2)CCCC3)nnc1-c1ccccc1,4,0.15,-1,87,-1,0.3,-7,-0.2,-1
Cc1ccc(-c2[nH]nc3c2C(c2ccccc2OC(=O)N2CCOCC2)C(C#N)=C(N)O3)cc1 (centres undefined),5,-0.28,-0.47,104,-2,-0.2,-3,-0.3,-8
O=C(O)c1ccccc1COc1ccccc1Cl,29,2.5,-0.16,98,6,0.4,0,-0.1,0
COc1ccc(S(=O)(=O)N2CCN(S(=O)(=O)c3ccc4c(c3)OCCO4)CC2)cc1C,15,-0.31,0.79,105,11,-0.3,-4,-0.5,-2
Cc1coc(C)c1C(=O)CC1(O)C(=O)N(Cc2ccccc2)c2ccccc21 (centres undefined),7,-0.67,-1.2,71,2,0.0,-14,-1.9,-6
CC(C)NC(=O)CN(C)S(=O)(=O)c1ccc(F)cc1,8,0.11,0.029,81,-6,-0.3,-1,0.4,5
CC(CCc1ccccc1)NC(=O)C1CCN(c2nnc(-n3cccc3)s2)CC1 (centres undefined),13,-0.92,-0.44,101,9,0.4,2,-0.6,-11

# Complete entries as entered above.
# CCCCN(CCCC)C(=O)CCS(=O)(=O)c1ccc2c(c1)n(C)c(=O)c(=O)n2C as listed: HEK293 NFkB inh = 10; M1 ag = 0.045; M1 antagonist = -3.5*; Her2 expr inh = 105; Jurkat tox 60K = -4; 5HT1E ag = -0.7; 5HT1E antag = 3; S1P3 agonist = -1.3; S1P1 ag-PAM = 4
# CC(CCc1ccccc1)NC(=O)C1CCN(c2nnc(-n3cccc3)s2)CC1 (centres undefined) as listed: HEK293 NFkB inh = 13; M1 ag = -0.92; M1 antagonist = -0.44; Her2 expr inh = 101; Jurkat tox 60K = 9; 5HT1E ag = 0.4; 5HT1E antag = 2; S1P3 agonist = -0.6; S1P1 ag-PAM = -11

# Next records follow:
SMILES,HEK293 NFkB inh,M1 ag,M1 antagonist,Her2 expr inh,Jurkat tox 60K,5HT1E ag,5HT1E antag,S1P3 agonist,S1P1 ag-PAM
Cc1ccc(-c2nnc(-c3cccc(Br)c3)o2)cc1,.,0.72,-0.01,55,.,-0.3,0,-1.8,14
Cc1ccccc1-n1c(Cn2c(=O)sc3ccccc32)nnc1SCC(N)=O,17,0.41,0.58,110,0,-0.9,-5,-1.2,-17
CCOC(=O)N1CCN(C(=O)c2ccccc2NC(=O)c2ccc(OC)cc2)CC1,12,0.39,0.15,128,-1,-0.2,-3,0.2,11
CCOC(=O)CC1=Nc2ccccc2NC(=O)C1,13,-0.037,1.8,102,-9,0.8,-1,-0.5,-3
COc1ccccc1CNC(=O)CCNC(=O)Cn1cnc2ccccc2c1=O,0,.,.,109,-2,0.2,-4,-0.4,-18
CSc1nc(N2CCOCC2)c2c3c(sc2n1)CCC3,2,0.089,0.097,99,8,-1.5,29*,-0.2,17
CCN(CC)C(=O)c1sc(NC(=O)c2ccco2)c(C#N)c1C,22,-0.21,-1.1,92,-2,0.3,-3,-1.1,1
Cc1nc2c(Br)c3nc(C(F)(F)F)[nH]c3c(Br)c2[nH]1,3,0.92,0.36,96,-2,-0.6,3,0.2,-11
CCOC(=O)C1=C(C)N=C2SC(CC)C(=O)N2C1c1ccc(OC(C)=O)c(OCC)c1 (centres undefined),10,-0.14,0.85,163,.,1.1,-5,.,.
COC(=O)C1C(=O)CC(C)(O)C(C(=O)OC)C1c1ccccc1F (centres undefined),.,-1.5,-0.55,91,.,-1.1,0,-0.8,7
CCCCCc1c(C)nc(Nc2ccccc2)[nH]c1=O,15,-1.7,0.23,80,6,1.0,-5,-1.6,16
COc1ccc(OC)c(C2C3CN(C(C)C)CC=C3C(C#N)=C(N)C2(C#N)C#N)c1 (centres undefined),4,40*,-0.14,73,-2,1.6,-16,1.5,3
CCOc1ccc(S(=O)(=O)Nc2ccc(S(=O)(=O)N3CCOCC3)cc2)cc1,9,-1.2,0.11,110,2,0.6,0,-0.6,1
C=C(C)Cn1c(C(C)NC(=O)CCC)nc2ccccc21 (centres undefined),13,0.21,-0.0082,313,.,-3.5,3,.,.
CC(C)(C)C(=O)C(Oc1cccc2nonc12)n1cncn1 (centres undefined),18,-0.0087,0.11,78,8,-0.5,-9,-0.8,5
Cn1c(=O)c(C(=O)Nc2ncccn2)c(O)c2ccccc21,-23,0.85,-0.0095,70,0,-0.6,4,-0.3,-21
Cc1cc(N2CCN(C(=O)c3ccco3)CC2)nc(-c2ccccc2)n1,13,.,.,91,-5,-0.2,9,0.0,12
Cc1ccc(-c2csc3nnc(SCc4csc(C)n4)n23)cc1,-1,0.094,0.15,106,4,1.3,5,-0.9,1
Cc1noc(C)c1S(=O)(=O)N1CCCC(C(=O)Nc2ccc(Cl)cn2)C1 (centres undefined),11,0.26,0.0017,97,2,-1.4,7,-0.1,2
Cc1cccc(C)c1NC(=O)CNc1ccccc1,3,0.24,-0.19,150,-6,0.4,-3,1.3,-10
c1ccc2cc(OCCN3CCCC3)ccc2c1,6,-0.89,-0.1,-25*,-2,0.2,-5,0.2,-24
COC(=O)CSc1nc2ncc(Cl)cc2[nH]1,4,-0.17,-0.36,76,-2,-0.5,0,-1.1,-16
CCCCOc1ccccc1NC(=O)c1ccc(=O)[nH]c1,13,0.00014,0.38,106,2,-1.4,9,-0.7,.
CN(CCNC(=O)C1CCN(S(=O)(=O)c2cnc[nH]2)CC1)Cc1ccccc1,1,-0.2,-0.65,190,-5,-0.2,0,0.9,-14

# High-throughput results deposited in PubChem by several laboratories.
